# tim10-1 inh = inhibits growth of tim10-1 mutant yeast | S. cerevisiae tim10-1 ts strain growth, BacTiter-Glo, 24 h | inhibition, % at 20 µM | hit rate 2.2% among 330,000 | AID 463190;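 active = inhibition of at least 40%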;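 also: mutant grown at 25 °C; 0% = DMSO wells with yeast and 100% = wells holding no yeast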
# tim23-1 inh = tim23-1 yeast growth inhibition; inhibition, % at 20 µM; S. cerevisiae tim23-1 growth, BacTiter-Glo luminescence, 24 h; hit rate 1.3% among 330,000;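 active = growth inhibition of the mutant yeast at or above 50%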;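 also: temperature-sensitive mutant grown at 25 °C; plate controls were DMSO-treated mutant yeast for no effect and medium wells lacking yeast for full effect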
# APJ agonist = activates the human apelin receptor APJ; P35414; CHO-K1 APJ PathHunter beta-arrestin, luminescence; 0% DMSO wells, 100% apelin; activation, % at 20 µM; hit rate 0.11% among 330,000;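 active = activation more than six SD over the plate average, tested at 20 µM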;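 also: 0% = DMSO alone and 100% = apelin-13 at 10 nM; some results filed as inactive read as strong as hits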
# Target sequence (P35414 whole entry, looked up): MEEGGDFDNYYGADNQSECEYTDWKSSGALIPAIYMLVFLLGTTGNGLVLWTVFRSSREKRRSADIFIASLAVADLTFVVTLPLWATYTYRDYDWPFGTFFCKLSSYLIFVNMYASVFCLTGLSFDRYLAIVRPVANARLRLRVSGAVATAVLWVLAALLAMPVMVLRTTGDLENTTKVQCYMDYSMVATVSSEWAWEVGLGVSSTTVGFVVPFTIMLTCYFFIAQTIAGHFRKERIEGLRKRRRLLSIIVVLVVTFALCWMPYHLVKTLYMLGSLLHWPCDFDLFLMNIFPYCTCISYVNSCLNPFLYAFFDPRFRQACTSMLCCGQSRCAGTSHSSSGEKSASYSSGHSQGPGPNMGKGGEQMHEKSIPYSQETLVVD
#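 Incubation: overnight seeding, 90 min compound at 25 °C, 1 h detection; test system: PathHunter CHO-K1 APJ (AGTRL-1) beta-arrestin reporter cells; amount: 1000 cells/well; doses: one dose, 20 µM compound, 1% DMSO; measured by: beta-gal luminescence; measure: agonist-driven arrestin binding to APJ; benchmarks: negative DMSO alone, positive Apelin-13 at 10 nM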
# MIN6 prolif = MIN6 beta-cell proliferation induction; proliferation, % at 10 µM; hit rate 0.29% among 330,000; MIN6 cells proliferation, ATPlite luminescence, 48 h; cells starved in 0.2% serum; 100% = growth in 10% serum;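 active = compounds whose signal lies at least 3.5 SD above the mean of all wells on their plate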;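 also: 0% = DMSO-treated cells in low-serum medium and 100% = 10% serum control; some compounds called inactive have numbers as strong as hits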
# TIM10 inh = inhibits growth of TIM10 yeast strain; S. cerevisiae TIM10 strain growth, BacTiter-Glo luminescence, 24 h; inhibition, % at 10 µM; hit rate 1.4% among 330,000; AID 463195;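 active = inhibition of 40% or more at the single tested concentration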;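 also: wild-type TIM10 isogenic control strain grown at permissive 25 °C; 0% = DMSO yeast wells and 100% = minimal medium wells without yeast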
# MPTP block = inhibitors of mitochondrial permeability transition pore; isolated mouse mitochondria, Ca2+ swelling absorbance, 30 min; inhibition, % at 10 µM; hit rate 1.4% among 360,000; AID 602449;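 active = inhibition of 50% or more, scaled per plate between neutral and stimulator controls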;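 also: 0% = DMSO wells given calcium and 100% = 1 mM EGTA wells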
# APJ antag = antagonists of human APJ apelin receptor; CHO-K1 APJ beta-arrestin complementation, luminescence; inhibition, % at 20 µM; hit rate 0.32% among 330,000;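 active = inhibition above about 40% at 20 µM, limit read from the data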;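 also: cells challenged with 10 nM apelin-13 agonist together with compound; plate controls were apelin-13 plus DMSO wells for no effect and DMSO wells lacking apelin-13 for full effect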
# NR3A LBD binder = modulators (binders) of human NR3A ligand-binding domain | AID 1259313 | Tm shift relative to glycine control, % at 25 µM | NR3A LBD differential scanning fluorimetry, Tm shift; 0% = protein alone, 100% = glycine-bound protein | hit rate 2.5% among 340,000;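 active = melting temperature shift of at least 10% of the positive control shift, at one fixed dose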
# NALP3 yeast inh = NALP3 inhibition in yeast. Yeast reconstituted NLRP3/ASC/caspase-1, beta-gal luminescence, 24 h. inhibition, % at 10 µM. hit rate 0.39% among 330,000;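 active = inhibition of 50% or more; inactive = inhibition below 50%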;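 also: plate controls were induced DMSO wells for no effect and uninduced yeast grown without galactose for full effect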
# * hit, by the source's call; / = no result given.
# The first three records, to show the layout:
SMILES,tim10-1 inh,tim23-1 inh,APJ agonist,MIN6 prolif,TIM10 inh,MPTP block,APJ antag,NR3A LBD binder,NALP3 yeast inh
Cc1ccsc1/C=N/NC(=O)C1C(=O)NCC1c1ccccc1 (stereo not drawn),-8,9,-3,2,7,/,17,-1,1
Cc1ccc(Cn2c(=N)c(C(=O)NC3CCCC3)cc3c(=O)n4ccccc4nc32)cc1,24,0,-3,-6,1,-1.5,16,3,11
Cc1cc2nc(C)c(Cc3ccccc3)c(=O)n2[nH]1,-11,5,5,-2,-4,0.3,12,3,17

# All compounds of this part, from the start:
SMILES,tim10-1 inh,tim23-1 inh,APJ agonist,MIN6 prolif,TIM10 inh,MPTP block,APJ antag,NR3A LBD binder,NALP3 yeast inh
Cc1ccsc1/C=N/NC(=O)C1C(=O)NCC1c1ccccc1 (stereo not drawn),-8,9,-3,2,7,/,17,-1,1
Cc1ccc(Cn2c(=N)c(C(=O)NC3CCCC3)cc3c(=O)n4ccccc4nc32)cc1,24,0,-3,-6,1,-1.5,16,3,11
Cc1cc2nc(C)c(Cc3ccccc3)c(=O)n2[nH]1,-11,5,5,-2,-4,0.3,12,3,17
CCC(C)n1c(SCC(=O)NC(=O)Nc2ccc3c(c2)OCCO3)nc2ccccc2c1=O (stereo not drawn),-1,23,1,-4,15,3.4,-8,2,15
O=C(NCc1ccco1)C1CCN(C(=O)c2cc3sccc3n2Cc2ccc(F)cc2)CC1,29,27,-2,-2,-4,-0.6,-8,-2,13
CCOC(=O)c1ccc(NC(=O)CSc2nnc(-c3ccncc3)n2C)cc1,9,1,0,0,2,0.3,6,-2,-6
NC(=O)N=Nc1c(O)n(Cc2ccccc2)c2ccc(Br)cc12,-12,25,-2,0,-10,-1.5,9,3,14
CCOc1ccc(S(=O)(=O)N2CCC(C(=O)OCc3ccc(OC)cc3)CC2)cc1,22,17,-4,-2,7,0.9,11,0,30
CCc1n(CC(O)COCc2ccccc2)c2ccccc2[n+]1C (stereo not drawn),5,2,-3,0,0,-1.4,8,-14,10
Nn1c(SCC(=O)Nc2ccc(N3CCOCC3)cc2)nnc1C1CC1,-4,-11,0,2,-5,1.6,2,0,0
CC1CCN(C(=O)c2ccccc2NC(=O)c2cccs2)CC1,8,12,-2,0,5,-0.6,-40,-1,0
O=C(Cc1cccs1)Nc1ccc(S(=O)(=O)N2CCCC2)cc1,9,13,-1,-3,12,0.0,-38,-7,6
O=C1CCC(C(=O)N2CCCC(N3CCN(c4cccc(C(F)(F)F)c4)CC3)C2)=NN1 (stereo not drawn),-10,-9,-4,-1,1,0.7,0,0,1
Cc1nn(S(=O)(=O)N(C)C)c(C)c1CN1C(=O)c2ccccc2C1=O,16,24,1,-2,15,0.1,20,-3,15
O=c1[nH]ncc(NCCc2ccccc2)c1Cl,-1,-3,-1,-3,8,-0.4,-3,1,12
O=C(Oc1nsnc1N1CCOCC1)N(c1ccccc1)c1ccccc1,-12,17,-4,-2,-3,4.8,-3,-1,4
CCCCSc1nc2ccc(Nc3nc(N4CCOCC4)nc(N4CCOCC4)n3)cc2s1,16,22,0,-4,24,1.0,1,-7,5
COc1cc(OC)c(OC)cc1CNC(=O)c1ccc(S(=O)(=O)N2CC(C)OC(C)C2)cc1 (stereo not drawn),-4,-6,-2,-5,-3,-0.6,1,1,8
Cc1c(C(=O)N2CCN(c3ccccc3F)CC2)oc2c1C(=O)CC(C)(C)C2,22,30,7,-3,10,-0.8,-10,2,10
COc1ccc(NC(=S)N2CCN(S(=O)(=O)c3ccc(C)cc3)CC2)cc1,12,27,-1,-2,17,0.6,18,-1,19
Cc1noc(C)c1COC(=O)Cc1ccc(Cl)cc1,10,2,5,0,2,-1.7,8,2,22
CCCCc1nc(SCc2ccc([N+](=O)[O-])cc2)n[nH]1,-8,-4,-3,2,12,2.5,5,-2,0
CCc1nc2oc3ccccc3c(=O)c2c(=O)n1CCOC,9,13,-1,2,-19,-1.2,-7,0,4
Cc1cccc(NC(=O)c2nc[nH]c2C(=O)N(C)Cc2ccccc2)c1,29,38,-3,2,28,-0.2,9,-4,18
O=C(OCC#CCSc1nnc(-c2cccc3ccccc23)o1)c1ccc(Br)cc1,1,6,-2,0,-7,-0.3,0,1,5
CC(=O)N1CCc2c(sc3c2c(=O)n(Cc2ccccc2)c(=O)n3CC(=O)NCC2CCCO2)C1 (stereo not drawn),1,1,0,0,0,-2.0,15,-3,0
Cc1ccsc1/C=C1/C(=O)NN(c2ccccc2)C1=O,-26,11,-3,-2,-42,1.4,11,-1,7
CCN1CCN(CNC(=O)c2cnccn2)CC1,-6,12,-3,-1,-10,2.4,-38,1,24
CC(C)CCOc1ccc(CO[C@@H]2[C@H]3OC(C)(C)O[C@H]3O[C@@H]2C(O)CO)cc1 (stereo partly drawn),24,12,-1,-4,5,0.8,-7,2,6
O=C(COC(=O)c1cc(F)c(F)cc1Cl)NC1CC1,1,11,-2,-4,-22,1.0,-3,-2,-4
COc1ccc(C2(O)CN(c3ccccc3)C3=[N+]2CCS3)cc1OC (stereo not drawn),8,12,-2,-3,-8,0.0,-6,-1,15
Oc1c(Br)cc(Br)cc1C=NCc1ccccc1,55*,85*,-4,-5,59*,0.8,6,1,29
Cc1ccc2nc(SCC3CCCCO3)[nH]c2c1 (stereo not drawn),18,2,-1,-5,2,1.7,-30,2,9
COc1ccc(S(=O)(=O)N2CCCCC2)cc1NC(=O)c1[nH]c(C)c(C(C)=O)c1C,14,15,2,-4,16,-2.1,-6,0,-1
CCNC(=O)/C=C/c1ccccc1[N+](=O)[O-],9,5,-3,2,5,0.2,6,0,4
Cc1cccc(CSc2nnc([C@@H]3CCCN3C(=O)OC(C)(C)C)o2)c1,21,22,-1,0,19,3.3,2,-1,-4
C=CCn1c(=O)c2c(C)c(C)sc2n2c(Nc3ccccc3)nnc12,8,12,-4,-2,10,1.3,17,-8,13
CC(C)(C)NC(=O)c1cc(Cl)ccc1[N+](=O)[O-],9,7,-3,1,7,-2.6,23,-5,-10
CCOC(=O)C(=NC(C)CC)NNc1ccc(Br)cc1 (stereo not drawn),-32,-52,3,-1,-32,5.3,-24,-4,25
O=S(=O)(c1ccccc1)N1CCN(Cc2c(O)ccc3ccccc23)CC1,18,26,3,-4,25,-1.0,-3,0,-2
OC(CN1CCOCC1)Cn1c(-c2cccc(Cl)c2)nc2ccccc21 (stereo not drawn),13,6,-4,-2,3,0.2,0,-1,1
O=S(=O)(Nc1cccc(-c2ccc(N3CCCCCC3)nn2)c1)c1ccc(C(F)(F)F)cc1,10,13,-3,-8,11,-0.2,1,5,5
COc1ccc(-c2cc(-c3cccs3)c(C#N)c(SCC(=O)NCc3ccccc3OC)n2)cc1,9,8,-4,-3,8,-2.6,16,0,-11
CCn1c(C)c(C(C)=O)c(N2CCN(c3ccc(F)cc3)CC2)nc1=S,13,5,0,-1,-2,-4.3,0,0,6
Cc1cc(OCCn2cncn2)ccc1[N+](=O)[O-],-4,3,-1,-2,-7,-0.4,-24,-1,1
CN1CCN(C2=Nc3cc(F)ccc3Cc3ccccc32)CC1,9,2,-4,-5,4,/,1,/,22
Cc1cc(S(=O)(=O)N2CCOCC2)ccc1OCC(=O)NCC1CCCO1 (stereo not drawn),-9,-8,0,0,-7,-0.2,-19,-2,1
CN1CCC(N(C)C(=O)c2ccccc2Nc2ccc(SC(F)F)cc2)CC1,-4,2,2,-1,-9,0.0,-1,2,11
O=C(COC(=O)C12CC3CC(CC(C3)C1)C2)NCc1ccco1,17,19,0,-1,21,8.6,4,1,1
Cc1ccc(/C=N/NC(=O)C(=O)N/N=C/c2ccc(C)o2)o1,16,-3,-1,2,-19,-1.3,-22,-2,4

# (list continues)
SMILES,tim10-1 inh,tim23-1 inh,APJ agonist,MIN6 prolif,TIM10 inh,MPTP block,APJ antag,NR3A LBD binder,NALP3 yeast inh
CCCOc1ccc(N2C(=O)CC(N3CCC(O)(c4cccc(C(F)(F)F)c4)CC3)C2=O)cc1 (stereo not drawn),56*,48,1,-1,26,-1.8,14,-4,12
COc1cc2nc(C3CCC3)n(NC(=O)C3CCC(OC)CC3)c(=O)c2cc1OC (stereo not drawn),9,11,-3,-1,11,-0.1,1,0,-3
CCOC(=O)C1CCN(CC(=O)c2c(C)[nH]c3ccccc23)CC1,3,4,-5,1,0,0.9,0,1,4
O=[N+]([O-])c1ccc(N2CCN(CC(O)COc3ccccc3)CC2)cc1 (stereo not drawn),31,-1,-2,0,18,2.0,-3,0,16
CC(=O)Nc1ccc(C(=O)N2CCN(C(=O)c3ccco3)CC2)cc1,2,5,-2,-1,8,-1.3,22,0,5
CCCN(Cc1nnc(-c2cccs2)o1)C(=O)c1cccc(S(=O)(=O)N2CCOCC2)c1,1,1,-4,0,12,-1.9,-4,-1,-3
Cc1cc(C)c2nc(-n3nc(C)cc3N)cc(C)c2c1,20,14,-4,-1,16,0.4,4,1,7
O=C(O)c1cccc2cc(-c3ccccc3)oc(=O)c12,-9,7,0,2,2,0.9,12,2,-1
Clc1ccc(CN2CCC(c3ccccc3)CC2)cc1,-38,8,1,-1,-27,-0.5,16,9,12
COc1cc(C(=O)Nc2ncccc2C)ccc1OCC(=O)N1CCOCC1,-15,-3,1,-1,0,-0.7,17,1,7
Cc1ccc(/C=C2\Oc3c(ccc(O)c3CN3CCN(C)CC3)C2=O)cc1,32,10,-1,-1,0,0.9,16,-1,15
C[C@H]1CN=C(Nc2ccccc2)N1CC1CCCCC1,-13,3,-4,4,-4,0.3,-1,-2,18
CCC(C(=O)OCC(=O)Nc1c(Cl)cc(Cl)cc1Cl)c1ccccc1 (stereo not drawn),40,13,-1,-3,5,7.1,6,-8,6
Cc1cc(C)c(NC(=O)CCCSc2nnc(N)s2)c(C)c1,6,8,-4,1,18,-1.2,17,4,3
O=C(CCCn1c(=S)[nH]c2cc3c(cc2c1=O)OCO3)N1CCN(c2ccccc2)CC1,31,14,4,-3,-2,3.7,-22,0,2
Cc1ccc(OCC(=O)NC2CCSc3ccccc32)cc1 (stereo not drawn),19,19,-4,5,-4,0.7,7,-1,25
CC(C)c1ccc(C2/C(=C(\O)c3ccc4c(c3)OCCO4)C(=O)C(=O)N2CCN2CCOCC2)cc1 (stereo not drawn),18,14,1,-3,3,-0.4,5,-1,17
CCCCN(C)CCNC(=O)CCn1nc(-c2ccc(C)cc2)ccc1=O,25,14,1,-2,-12,-0.4,5,-2,13
CCOC(=O)CNC(=O)c1ccc(C)cc1,6,-6,1,1,-7,0.5,13,0,5
O=C1CC(Cc2ccccc2)C(=O)N1CCCn1ccnc1 (stereo not drawn),4,-4,-2,1,-15,/,-1,/,-6
CCCN1C2=NCCCN2c2ccccc21,-14,-11,-7,1,-14,-1.0,17,/,10
O=C(Nc1ccccc1N1CCOCC1)C1=COCCO1,23,29,-3,-6,4,-0.9,-10,0,5
COc1ccc(N(C)C(=O)c2ccc3c(Cl)c4c(nc3c2)CCCC4)c(OC)c1,25,44,1,-7,15,-1.6,12,-10,3
COc1ccccc1C1(CC(=O)Nc2nccs2)CCOC(C(C)C)C1 (stereo not drawn),39,31,0,-1,9,-0.7,0,1,5
NC(=O)CC[C@H](NC(=O)OCc1ccccc1)C(=O)OCc1ccc(Cl)cc1,15,14,1,0,45*,-2.2,-14,-2,19
O=C(OCC(=O)N1CCN(C(=O)c2ccco2)CC1)c1c(Cl)cccc1Cl,2,3,-1,-3,-4,-1.7,7,3,-1
CN=c1scc(-c2ccccc2F)n1/N=C(\C)c1cccnc1,35,25,-1,-5,32,-1.7,7,1,15
CCN(Cc1ccccc1)C(=O)CCc1nnc(CCCc2ccccc2)o1,6,27,-3,-2,15,1.4,3,-1,-3
